D1 antagonist – blocks dopamine activation of the human D1 receptor; P21728; HEK293 TREx D1 cells, calcium flux, dopamine EC80; hits give low values; activity change, negative = inhibition, % at 10 µM; actives 3.2% (n = 360,000); in the data active = activity change below about -30%; note: % is set by controls: 0 for no effect and ±100 for the full control effect
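Allosteric or orthosteric antagonism assessed as attenuation of the calcium response to EC80 dopamine, added 180 s after compound, in induced HEK293 Trex D1 cells loaded with no-wash calcium dye.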
TRHR enhancer – allosterically enhances the human TRH receptor. AID 493056. enhancement, % at 2 µM. TRHR cells, fluo-8 calcium fluorescence, EC20 TRH enhancement. P34981. actives 0.66% (n = 360,000); in the data active = enhancement above about 30%; note: 0% is about no effect
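Enhancer read-out: after compound pinning and an initial kinetic agonist-mode read, an EC20 of TRH (10 nM final) was injected and fluo-8 calcium signal (Ex 480/Em 530) followed at 1 s/cycle for 100 cycles in TRHR-expressing cells.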
D1 ag – agonists of human D1 dopamine receptor; P21728; activation, % at 2 µM; HEK293 T-REx D1 cells, calcium flux, agonist mode; actives 1% (n = 360,000); in the data active = activation above about 30%; note: 0% is about no effect
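Agonism was scored from calcium flux recorded over 180 s (1 read/s) after pintool compound addition, following a 10-cycle baseline. Cells were inducible force-coupled HEK293 TREx D1, plated overnight at 30 C and loaded with no-wash calcium dye.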
TRHR agonist – activates the human TRH receptor | P34981 | TRHR cells, calcium flux fluo-8, FDSS agonist mode | activation, % at 2 µM | actives 0.18% (n = 360,000) | AID 493084; in the data active = activation above about 30%; note: 0% is about no effect
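In this calcium-flux screen, cells bearing human TRHR are dye-loaded with fluo-8, baselined for 10 cycles, then exposed to library compounds; positive kinetic calcium responses during the agonist phase mark hits, with TRH as control.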
RXFP1 agonist – agonists of human relaxin receptor RXFP1; Q9HBX9; HEK293T-RXFP1 cAMP TR-FRET, 30 min; response scale: percent of porcine relaxin response, buffer zero; Potency, µM (titrated, usually from 57.5 µM), without a hit: top-dose activation, most hits filed as activators; actives 0.3% (n = 370,000); note: potency is the fitted concentration of half-maximal effect; % is set by controls: 0 for no effect and ±100 for the full control effect; nearly all actives have a fitted effect of over 60% in size; many of its hits are not listed in these tables
Target sequence (Q9HBX9 whole entry, looked up): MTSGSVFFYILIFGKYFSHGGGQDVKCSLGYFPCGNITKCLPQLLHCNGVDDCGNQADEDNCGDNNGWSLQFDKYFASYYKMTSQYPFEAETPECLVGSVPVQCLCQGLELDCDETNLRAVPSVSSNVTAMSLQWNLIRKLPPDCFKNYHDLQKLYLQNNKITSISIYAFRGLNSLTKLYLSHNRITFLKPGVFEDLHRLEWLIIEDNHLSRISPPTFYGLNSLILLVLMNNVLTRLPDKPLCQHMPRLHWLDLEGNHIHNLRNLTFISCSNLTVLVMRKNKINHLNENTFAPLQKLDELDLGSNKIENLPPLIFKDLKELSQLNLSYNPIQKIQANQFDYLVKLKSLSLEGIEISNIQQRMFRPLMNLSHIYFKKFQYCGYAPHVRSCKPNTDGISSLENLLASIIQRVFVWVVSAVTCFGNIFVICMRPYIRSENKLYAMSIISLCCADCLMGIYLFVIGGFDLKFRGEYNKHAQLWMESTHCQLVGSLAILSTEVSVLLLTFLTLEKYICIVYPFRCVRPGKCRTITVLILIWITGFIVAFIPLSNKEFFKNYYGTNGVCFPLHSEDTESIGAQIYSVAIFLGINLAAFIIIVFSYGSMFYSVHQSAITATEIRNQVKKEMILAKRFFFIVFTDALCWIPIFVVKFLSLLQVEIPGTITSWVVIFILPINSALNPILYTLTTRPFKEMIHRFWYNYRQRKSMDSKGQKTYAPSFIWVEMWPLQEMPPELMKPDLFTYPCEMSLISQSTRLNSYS
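HEK293T cells stably expressing RXFP1 were pretreated with the PDE4 inhibitor Ro 20174, exposed to compounds for 30 min at 37C, lysed, and cAMP was read by TR-FRET. Data normalized to buffer (basal) and 29 nM porcine relaxin (100%).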
Apoferritin bind – candidate novel general anesthetic via apoferritin binding; apoferritin/1-aminoanthracene competitive binding, fluorescence; P02791; actives 0.074% (n = 350,000); Potency, µM (titrated, usually from 77.5 µM), for the others: top-dose activity change, negative = displacement, actives largely listed as inhibitors; note: potency is the fitted concentration of half-maximal effect; % is set by controls: 0 for no effect and ±100 for the full control effect; nearly all actives have a fitted effect of over 20% in size
Target sequence (P02791 2-175 limits assumed): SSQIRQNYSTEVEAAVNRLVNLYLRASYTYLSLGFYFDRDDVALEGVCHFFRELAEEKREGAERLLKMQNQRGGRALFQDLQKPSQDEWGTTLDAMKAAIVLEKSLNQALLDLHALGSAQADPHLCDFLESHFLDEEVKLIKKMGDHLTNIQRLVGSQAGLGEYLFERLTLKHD
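Steps: apoferritin (10 uM) was premixed with half-saturated 1-AMA in PBS, compounds were pin-transferred, plates stood 10 min at room temperature, fluorescence was read at 380/535 nm, and curves were fitted with a Hill equation.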
D1 PAM – enhances dopamine response at the human D1 receptor. HEK293 TREx D1 cells, calcium flux, dopamine EC20 potentiation. potentiation, % at 10 µM. P21728. actives 0.036% (n = 360,000). AID 504651; in the data active = potentiation above about 30%; note: 0% is about no effect
RXFP1 antagonist – antagonists of human relaxin receptor RXFP1 | HEK293-RXFP1, relaxin-stimulated cAMP HTRF, 30 min; hits give low values | activity change, negative = inhibition, % at 57.5 µM | actives 0.59% (n = 350,000) | AID 1259400;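 active = activity change of -60% or lower, but not beyond a set lower limit; inconclusive = change between -60% and -40%, or beyond the set limit; inactive = change above -40%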; note: % is set by controls: 0 for no effect and ±100 for the full control effect
D2 PAM – D2 dopamine receptor (human) potentiation; P14416; HEK293 T-REx D2, calcium flux, EC20 dopamine potentiation; potentiation, % at 10 µM; actives 0.34% (n = 340,000);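 active = potentiation over 3 SD above the plate norm, cut at about 30% in these data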; note: 0% is about no effect
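Tetracycline-induced Hek293 Trex D2 cells, force-coupled to calcium, loaded with no-wash calcium dye. Compound added with 180 s kinetic read for agonism, then EC20 dopamine and a further 180 s read for potentiation.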
Starred values were filed as active, the others as inactive; ? = inconclusive; / = not tested or not shown; & = joins results of further samples; ! = a repeat was not active. Unless noted, calls come from the whole dose curve; as a rule, active = well fitted curve in the direction sought with a large enough effect; inconclusive = small, poorly fitted or top-dose-only effect, or another doubt; inactive = no such curve, though single readings can be large; an effect the other way counts as inactive or inconclusive. This is a subset; the hit share may differ from the screen's.

SMILES	D1 antagonist	TRHR enhancer	D1 ag	TRHR agonist	RXFP1 agonist	Apoferritin bind	D1 PAM	RXFP1 antagonist	D2 PAM
O=C(COc1ccc(Cl)cc1)N1CCN(c2ccc([N+](=O)[O-])c(N3CCCCC3)c2)CC1	-31*	0	3	0.0	1.1%	-23%	-2	4	-11
Cc1cccc(NC(=O)C2(C)CC3c4ccccc4C2c2ccccc23)c1C (stereo not drawn)	0	-4	6	1.8	3.7%	-3%	5	/	-12
COCCn1c(SCC(=O)c2ccccc2)nc2cc(C(=O)NC3CCCC3)ccc2c1=O	0	0	0	0.6	-0.1%	5%	-3	/	-9
Cc1nn(CCCC(=O)NCCc2ccc(Cl)cc2)c(=O)c2nn(-c3ccccc3)c(C)c12	-33*!	8&-6	-1&1	-0.1&0.3	3.3%&5.5%	-6%&-10%	-3&-4	-10&0	-2&-3
Cc1cc(=O)[nH]c(SCC(=O)NC2CCCc3ccccc32)n1 (stereo not drawn)	7	0	2	-0.5	-4.3%	16%	5	1	4
O=C(Nc1ccc(Oc2cccnc2)cc1)C1CCCCN1Cc1ccc(CO)o1 (stereo not drawn)	1	5	2	0.2	-1.1%	-8%	1	-7	12
COCCNc1nnnc2c1sc1nc(N3CCOCC3)c3c(c12)CCCC3	-5	4	-1	-0.3	-0.6%	-12%	-2	/	-2
COc1ccc(CCNC(=O)C(C(=O)c2ccccc2)n2cc(Cl)ccc2=O)cc1OC (stereo not drawn)	3	5	2	0.3	0.2%	-12%	0	/	12
O=C(CSc1nc2ccccc2n1S(=O)(=O)c1ccccc1)N1CCCC1	12	-2	2	-1.1	1.0%	-13%	1	3	4
O=C1Nc2ccccc2/C1=C/c1ccnc2ccccc12	0	-3	2	-0.1	0.6%	4%	-6	0	-10
CCOC(=O)c1c(C)oc2c1c(CN1CCN(C(=O)OCC)CC1)c(O)c1ccccc12	-1	-10	0	0.7	0.0%	-19%	-2	-7	-3
O=C(CSc1nc(-c2ccco2)cc(C(F)(F)F)n1)NCCN1CCOCC1	3	1	3	0.5	-2.0%	-6%	3	-5	1
CN1CCN(C2=C(NS(=O)(=O)c3cccs3)C(=O)c3ccccc3C2=O)CC1	1	-9	2	0.1	-0.6%	-10%	-12	10	-18
COc1ccc(OCC(O)COc2ccc(C(=O)O)cc2)cc1 (stereo not drawn)	-3	3	2	0.3	-1.0%	-5%	-2	-15	-6
COc1cccc(NC(=S)NC2CC3CCCC(C2)N3CC(C)C)c1 (stereo not drawn)	1	8	1	1.5	-0.2%	-9%	-7	3	-27
O=C(CO/N=C/c1ccc(OC(F)F)cc1)NC1CCCCCC1	2	3	1	0.6	3.6%	?	-2	-20	1
COC(=O)C(Cc1ccc(O)cc1)NC(=O)NC12CC3CC(CC(C3)C1)C2 (stereo not drawn)	-2	-13	3	-0.3	0.8%	-15%	-4	-12	3
COc1ccc(/C=N/NC(=O)c2cccnc2)cc1CN1CCc2cc(OC)c(OC)cc2C1C (stereo not drawn)	15	-2	1	0.5	7.6%	-11%	-10	9	-2
O=C(N/N=C/c1cc(Br)cc(Br)c1O)c1cccc(N2CCCC2=O)c1	2	8	9	6.8	2.2%	-14%	-1	-4	-16
CC(=O)c1ccc(NC(=O)c2ccc(S(=O)(=O)N3CCCC3)cc2)cc1	-9	-6	3	0.5	0.1%	-7%	-11	-2	5
Cc1c(C(=O)NCCc2ccccc2)oc2ccc(S(=O)(=O)N3CCOCC3)cc12	-13	-7	4	-0.3	0.9%	-11%	-8	6	-1
COc1ccc2nc(NNC(=O)COc3ccccc3)sc2c1	-8	11	-1	0.2	-0.5%	-4%	-1	0	/
O=C(/C=C/c1cccs1)c1ccc(Br)cc1	11	10	2	0.9	0.8%	-19%	-5	-7	20
Cc1cccc2cc(CN(Cc3cccs3)C(=S)NCc3ccco3)c(=O)[nH]c12	11	1	5	0.9	2.4%	-9%	-4	-1	9
Cc1cccc(N2CCN(C(=O)NCc3ccc(Cl)cc3)CC2)c1	-3	-8	2	-0.1	0.1%	-8%	4	-13	-3

Marked active in D1 antagonist, of those listed so far:
molecule	D1 antagonist	TRHR enhancer	D1 ag	TRHR agonist	Apoferritin bind	D1 PAM	RXFP1 antagonist	D2 PAM
O=C(COc1ccc(Cl)cc1)N1CCN(c2ccc([N+](=O)[O-])c(N3CCCCC3)c2)CC1	-31*	0	3	0.0	-23%	-2	4	-11
Cc1nn(CCCC(=O)NCCc2ccc(Cl)cc2)c(=O)c2nn(-c3ccccc3)c(C)c12	-33*!	8&-6	-1&1	-0.1&0.3	-6%&-10%	-3&-4	-10&0	-2&-3

Later entries:
SMILES	D1 antagonist	TRHR enhancer	D1 ag	TRHR agonist	RXFP1 agonist	Apoferritin bind	D1 PAM	RXFP1 antagonist	D2 PAM
O=C(CN1CCN(C2CCCCC2)C(=O)C1=O)Nc1ccc(Cl)cc1	7	5	0	0.1	1.6%	-2%	2	-8	3
CCCCNC(=O)Cc1ccc(Br)cc1	-5	-2	2	-1.3	-1.1%	-2%	-2	-3	-5
Cc1ccc(C(=O)O)cc1N=Cc1cc(Br)cc(Br)c1O	10	3	6	1.7	5.1%	13%	-3	?	-1
CC1CCC2CCCCC2N1C(=O)c1cc([N+](=O)[O-])cc([N+](=O)[O-])c1 (stereo not drawn)	3	-6	2	-0.7	1.5%	0%	2	17	-5
c1ccc(CNc2ncnc3sc4c(c23)CCC4)nc1	-19	-9	6	-0.5	4.5%	-10%	-6	-7	-2
Cn1c(CN2CCN(C(=O)c3ccccc3Cl)CC2)nc2cc([N+](=O)[O-])ccc21	-77*	1	2	1.1	-0.5%	-1%	-4	0	13
COc1cc(C(=O)N2CCN(c3ccc(Nc4ccccc4)nn3)CC2)cc(OC)c1OC	/	0	-1	-0.4	1.5%	4%	0	-5	-1
C=C(C)Cn1c(SCCCO)nc2c1c(=O)[nH]c(=O)n2C	-3	8	2	0.1	-0.7%	-10%	-5	-3	-3
N/C(=N\OC(=O)CSc1ccccc1)c1ccccn1	3	-13	3	-0.9	-2.5%	?	5	7	3
S=C(NCc1ccccn1)Nc1ccc(Br)cc1Cl	/	2	0	-0.9	-1.7%	-11%	-6	-2	8
CCOC(=O)CCC(NC(=O)CCCCC(=O)NC(CCC(=O)OCC)C(=O)OCC)C(=O)OCC (stereo not drawn)	11	0	4	0.5	1.2%	2%	-5	12	/
O=C(N/N=C/c1cccnc1)c1cccc(Br)c1	-2	5	3	-2.2	1.4%	-5%	5	-4	-2
COc1cccc(/C=C2\SC(=O)N(CC(=O)NC3CCS(=O)(=O)C3)C2=O)c1 (stereo not drawn)	-6	3	5	0.0	2.4%	-11%	-2	-2	-5
COc1ccc(CCNCCN2CCOCC2)cc1	24	3	2	-0.2	1.7%	-3%	-7	-1	6
COC(=O)c1ccc(C(NC(=O)OCc2ccccc2)/C(F)=C/[C@@H](C)C(=O)NCc2ccc(OC)c(OC)c2)cc1 (stereo partly drawn)	-15	-6	2	0.2	0.9%	-4%&-14%	-4	/	9
CCC(C)N(C(=O)COC(=O)c1ccc(=O)n(Cc2ccccc2)n1)C1CCS(=O)(=O)C1 (stereo not drawn)	-7	-8	1	0.2	-0.2%	/	-6	6	5
COc1ccc(NC(=O)C(NC(=O)/C=C\c2ccc3c(c2)OCO3)c2ccc(C)cc2)cc1 (stereo not drawn)	-6	-1	2	1.1	-3.2%	-2%	1	-15	-8
Cc1sc(-c2ccncc2)nc1OC(=O)c1ccc(F)cc1F	-25	0	1	2.1	2.3%	-6%	-7	-38	1
Clc1cccc(Cl)c1CO/N=C/c1cccs1	-11	-5	6	0.6	-0.2%	-16%	3	-6	/
CCc1ccc(NC(=O)C(C)OC(=O)C2CCN(c3ccc(C(F)(F)F)cn3)CC2)cc1 (stereo not drawn)	-11	-3	9	1.5	-0.2%	/	-4	-16	0
CSc1ccccc1NC(=O)CN(c1cc(C)cc(C)c1)S(C)(=O)=O	-14	-11	1	1.1	-0.5%	-5%	1	-15	/
CCC1(c2ccccc2)NC(=O)N(CC(=O)Nc2ccc3c(C)cc(=O)oc3c2)C1=O (stereo not drawn)	-13	1	0	-0.5	0.0%	/	-7	-11	12
CCC(=NC)C1=C(O)CC(c2ccccc2)CC1=O (stereo not drawn)	5	0	3	0.5	-1.3%	-9%	3	-13	13
COC(=O)c1sc2cc(C(F)(F)F)cnc2c1-c1ccccn1	6	31*	1	0.0	-1.2%	-6%	-2	-3	-2
CC(C)(C)n1ncc2c(=O)n(Cc3ccccc3Br)cnc21	/	-10	5	-0.9	0.3%	/	2	/	-4

The results go on.
SMILES	D1 antagonist	TRHR enhancer	D1 ag	TRHR agonist	RXFP1 agonist	Apoferritin bind	D1 PAM	RXFP1 antagonist	D2 PAM
CC1CCCCN1C(=O)CN1C(=O)CSc2ccc(S(=O)(=O)N3CCOCC3)cc21 (stereo not drawn)	-4	2	1	1.0	4.7%	-5%	-4	12	0
O=C1c2ccc3c4c(ccc(c24)C(=O)N1NC(=O)C(F)(F)F)CC3	-1	22	2	0.5	-2.0%	-11%	0	-18	/
COc1ccc(Oc2nc3c(c(=O)n(Cc4ccccc4Cl)c(=O)n3C)n2C)cc1	-23	-9	5	-0.4	6.8%	-13%	-2	4	-14
COC(=O)c1ccc(NC(=O)CN(C)S(=O)(=O)c2ccc(Br)s2)cc1	-16	-7	11	-0.4	-0.9%	-18%	-4	-7	-23
Cc1noc(NS(=O)(=O)c2ccc(N/C=C/C(=O)c3ccccc3)cc2)c1C	4	1	0	1.1	11%	-15%	-2	4	-6
CCc1cccc(NC(=O)c2cccc3c2C(=O)N(C2CCCCC2)C3)c1	28&19	8&1	6&0	0.1&-0.2	3.6%&2.2%	-1%&-2%	-5&2	-24	-1&5
COC(=O)C1=C(C(=O)OC)[C@@H]2N(Cc3ccccc3)c3ccccc3[C@@]23C[C@@H](C(=O)OC)N(C(=O)c2ccc(Br)cc2)C3=N1	25	0	2	0.0	-0.4%	-21%	4	/	7
COc1ccccc1CNC(=O)C1CCC(CNS(=O)(=O)c2ccc(NC(C)=O)cc2)CC1 (stereo not drawn)	-4	-6	6	0.7	9.3%	-8%	-3	-5	-4
CCCC(=O)N(CCN(Cc1ccccc1)C(=O)CCC)Cc1ccccc1	-8	-3	-1	-0.7	4.1%	-16%	-9	8	0
CNC(=O)/C(C#N)=C/c1c(N2CCN(c3ccccc3)CC2)nc2c(C)cccn2c1=O	-1	-5	1	0.1	17%	5%	-10	-4	3

Assay outcomes from PubChem BioAssay.
